From PubChem BioAssay
hERG rescue – compounds protecting human hERG from proarrhythmic drug block; hit rate 0.51% among 310,000; activation (rescue from dofetilide block), less the hit threshold, % at 10 µM; CHO-hERG, FluxOR thallium flux, dofetilide IC70 present;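 active means activation above the mean of controls blocked by dofetilide plus 5 SD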;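 further: thallium influx through hERG after potassium depolarization seen as dye fluorescence rise; in these data hits start at about 4.7%; inactives centre near -7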
KCNQ1 act – human KCNQ1 channel potentiation or activation; P51787; CHO-K1 KCNQ1, thallium flux FluxOR fluorescence; hits give high values; B-score at 10 µM; hit rate 0.35% among 310,000;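 active means fluorescence ratio B-score, a plate-corrected score, at least three library SD, with initial intensity B-score within 5 SD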
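assay system = KCNQ1-transfected CHO-K1 cells | medium = assay buffer with matched DMSO | probe or stimulus = depolarizing K+/Tl+ stimulus, K2SO4 and Tl2SO4 each 12.5 mM in 5x stock | dosing = single dose | incubation = dye 90 min, compound 20 min, room temperature | detection = kinetic FluxOR fluorescence, 10 s baseline plus 110 s post-stimulus | evaluation = ratio B score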
HDAC3 inh – inhibitors of human histone deacetylase 3; recombinant HDAC3, fluorogenic peptide/trypsin coupled, fluorescence; hit rate 0.15% among 320,000; O15379; inhibition, % at 8.3 µM; in the data active means inhibition above about 26%, passing the limit was not always enough
KCNQ1 block – blocks the human KCNQ1 potassium channel; AID 2642; hit rate 1.3% among 310,000; CHO-K1 KCNQ1, FluxOR thallium flux fluorescence; hits give high values; P51787; B-score at 10 µM;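 active means compounds whose thallium flux B-score, printed positive for inhibition, exceeds three library SD while starting fluorescence stays within three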;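 further: channel opened by potassium depolarization with thallium stimulus after 20 min compound exposure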
ANO1 block – blocks the mouse calcium-activated chloride channel TMEM16A. Q8BHY3. HEK293 TMEM16A/YFP iodide influx fluorescence, ionomycin. normalized B-score (activity score, 25-100; higher = stronger inhibition) at 10 µM. hit rate 1.2% among 310,000;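 active means ratio plate-corrected score three or more library SD toward inhibition, starting fluorescence score within five deviations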;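 further: score derived from kinetic fluorescence span divided by baseline fluorescence per well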
Target sequence (Q8BHY3 whole entry, looked up): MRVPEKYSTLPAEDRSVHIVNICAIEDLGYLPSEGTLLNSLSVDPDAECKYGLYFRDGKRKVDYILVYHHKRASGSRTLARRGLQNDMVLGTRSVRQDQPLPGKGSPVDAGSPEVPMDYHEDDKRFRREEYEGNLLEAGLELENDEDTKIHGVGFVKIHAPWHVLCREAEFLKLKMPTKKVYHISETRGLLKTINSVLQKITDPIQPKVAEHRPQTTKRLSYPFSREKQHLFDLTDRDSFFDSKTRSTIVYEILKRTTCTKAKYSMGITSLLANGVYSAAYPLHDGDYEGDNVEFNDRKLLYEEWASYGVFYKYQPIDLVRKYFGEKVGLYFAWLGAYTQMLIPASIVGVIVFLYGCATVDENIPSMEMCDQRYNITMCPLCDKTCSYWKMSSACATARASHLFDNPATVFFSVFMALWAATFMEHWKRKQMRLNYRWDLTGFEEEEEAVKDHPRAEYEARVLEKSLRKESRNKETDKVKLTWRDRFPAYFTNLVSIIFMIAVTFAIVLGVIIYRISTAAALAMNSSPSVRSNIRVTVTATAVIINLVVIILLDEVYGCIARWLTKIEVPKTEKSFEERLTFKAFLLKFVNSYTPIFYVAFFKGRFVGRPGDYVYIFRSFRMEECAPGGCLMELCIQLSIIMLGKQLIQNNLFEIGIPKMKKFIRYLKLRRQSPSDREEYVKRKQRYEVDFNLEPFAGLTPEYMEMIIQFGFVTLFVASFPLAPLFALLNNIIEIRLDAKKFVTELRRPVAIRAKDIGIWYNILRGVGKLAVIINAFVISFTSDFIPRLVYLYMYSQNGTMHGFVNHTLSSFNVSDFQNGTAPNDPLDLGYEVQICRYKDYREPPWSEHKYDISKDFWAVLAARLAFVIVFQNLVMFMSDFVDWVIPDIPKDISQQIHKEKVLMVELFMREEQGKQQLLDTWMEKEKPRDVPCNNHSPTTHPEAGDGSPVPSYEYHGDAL
KCNK3 inh – human KCNK3 channel inhibition, primary screen; O14649; CHO-KCNK3 thallium flux, FluxOR fluorescence; hits give low values; B-score at 10 µM; hit rate 0.84% among 340,000; AID 602410;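 active means B-score under library mean minus 4 SD, starting fluorescence ratio at most library mean plus 5 SD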;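 further: more negative B-score means stronger inhibition of thallium flux through KCNK3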
TMEM16A act – activators or potentiators of mouse TMEM16A chloride channel; Q8BHY3; HEK293 TMEM16A/YFP-H148Q/I152L, iodide quench fluorescence; hits give low values; B-score at 10 µM; hit rate 0.3% among 340,000; AID 623877;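 active means fluorescence-ratio B-score plate-corrected deviation score at least 3 library SD below zero, with starting fluorescence score within 5 deviations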;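 further: channel opened by trigger with iodide after compound preincubation; score built on the fluorescence ratio of max minus min over baseline; more negative score means more quench and so TMEM16A activation or potentiation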
TRPC4 act – activators of mouse TRPC4 channel | B-score at 10 µM | Q9QUQ5 | HEK293 TRPC4beta/mu-opioid, Fluo4 calcium fluorescence; hits give high values | AID 2237 | hit rate 0.49% among 310,000;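 active means B-score above 5 SD of library B-scores, and initial fluorescence ratio not above library mean plus 5 SD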;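 further: positive B-score marks a calcium rise read as TRPC4 activation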
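System – HEK293 cells stably co-expressing mouse TRPC4beta and mu-opioid receptor · Signal – Fluo4 calcium-sensitive dye fluorescence, kinetic, 1 Hz baseline · Benchmarks – buffer (low) and maximal DAMGO (high) · Read-out – B score of integrated fluorescence ratio per well · Incubation – dye loading 45 min room temperature, 110 s kinetic read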
TRPC4 potent – allosteric potentiators of mouse TRPC4 channel; Q9QUQ5; HEK293 TRPC4beta/mu-opioid, DAMGO EC20, Fluo-4 Ca2+ flux; hits give high values; B-score at 10 µM; hit rate 0.42% among 310,000; AID 2227;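 active means B-score of calcium response area above 5 SD of library B-scores, with initial fluorescence ratio within 5 SD of library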;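 further: B-score of integrated fluorescence ratio over time as area under calcium response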
DYRK1A inh – inhibitors of rat Dyrk1A kinase | Q63470 | ADP-Glo luminescence, NFATc1 peptide | inhibition, % at 12.5 µM | hit rate 0.43% among 310,000; in the data active means inhibition above about 50%;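 further: plate controls were vehicle with enzyme for no effect and no enzyme for full effect; many of its hits are not listed in these tables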
KCNK9 inh – inhibitors of human KCNK9 two-pore domain potassium channel | hit rate 1.2% among 310,000 | AID 488922 | HEK293 KCNK9, FluxOR thallium flux fluorescence; hits give low values | Q9NPC2 | B-score at 10 µM;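 active means ratio B-score over 3 SD below the library mean, with starting fluorescence within 5 SD of its mean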;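 further: negative B-score means less thallium flux so channel inhibition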
Active calls of the source: *; i = inactive; · = no result given.

Below each SMILES: hERG rescue	KCNQ1 act	HDAC3 inh	KCNQ1 block	ANO1 block	KCNK3 inh	TMEM16A act	TRPC4 act	TRPC4 potent	DYRK1A inh	KCNK9 inh
- COc1ccc(S(=O)(=O)NCc2ccccn2)cc1NC(=O)c1ccccc1C
→ -6	i	-10	i	i	i	i	i	i	1	i
- CCOC(=O)N1CCN(C(=O)CS(=O)(=O)Cc2nc(-c3ccccc3F)oc2C)CC1
→ -8	i	1	i	i	i	i	i	i	2	i
- Cc1ccccc1C(=O)NNC(=O)CSc1nnc(-c2ccncc2)n1-c1ccccc1
→ -4	i	6	i	i	i	i	i	i	0	i
- CCCN(C(=O)C1CCCN(c2ncnc3c2nc2n3CCCCC2)C1)c1ccc(F)cc1 (stereo not drawn)
→ -10	i	3	i	i	i	i	i	i	-6	i
- NS(=O)(=O)c1ccc(CCNC(=O)CSc2nc3ccccc3c(=O)n2CC2CCCO2)cc1 (stereo not drawn)
→ -10	i	-2	i	i	i	i	i	i	-10	i
- Cc1c(Cc2ccccc2)c(=O)oc2cc(OCC(N)=O)ccc12
→ -5	i	-38	i	i	i	i	i	i	-3	i
- CN(Cc1c(F)cccc1Cl)C(=O)CNC(=O)c1sc2ccccc2c1Cl
→ -9	i	-2	i	i	i	i	i	i	-6	i
- O=C(NC(=S)N1CCN(Cc2ccccc2)CC1)c1ccco1
→ -7	i	-4	i	i	i	i	i	i	-1	i
- COc1ccc(/C=C2/SC(=O)N(CCC(=O)Nc3ccc(S(=O)(=O)Nc4nccs4)cc3)C2=O)cc1
→ -16	i	-5	i	i	i	i	i	i	-1	i
- CN(C)S(=O)(=O)c1ccc(Oc2ccc(S(=O)(=O)N(C)C)cc2)cc1
→ -9	i	1	i	i	i	i	i	i	1	i
- CCC(C)SCc1nc2ccccc2[nH]1 (stereo not drawn)
→ -8	i	2	i	i	i	i	i	i	3	i
- N=c1oc2ccccc2cc1C(=O)N/N=C/c1ccccc1
→ -9	i	2	i	i	i	i	i	i	1	i
- COc1cc(/C=C/C(=O)Nc2ccc3[nH]c(=O)[nH]c3c2)cc(OC)c1OC
→ -25	i	9	i	i	i	i	i	i	·	i
- CCCCc1nnc(NC(=O)C2CC(=O)N(c3ccc(C)cc3)C2)s1 (stereo not drawn)
→ -4	i	-13	i	i	i	i	i	i	-4	i
- Cc1ccc(NC(=O)NNC(=O)C2CC(c3cccs3)=NO2)cc1 (stereo not drawn)
→ -3	i	-2	i	i	i	i	i	i	2	i
- CCOc1ccc(NCc2cc3c(C(C)(C)C)nn(-c4ccccc4)c3[nH]c2=O)cc1
→ -5	i	11	i	i	i	i	i	i	-11	i
- O=C(CCc1ccccc1)NCCC1=CCCCC1
→ -14	i	-1	i	i	i	i	i	i	-5	i
- CCOC(=O)Nc1cccc(OCC(=O)Nc2ccccc2OC)c1
→ -13	i	6	i	i	i	i	i	i	1	i
- CC(C)c1ccc(NC(=S)Nc2ccc3[nH]c(=O)[nH]c3c2)cc1
→ -10	i	·	i	i	i	i	i	i	-4	i
- O=C(N/N=C/c1cc([N+](=O)[O-])ccc1O)c1cccc(NC(=O)c2cccc(Cl)c2)c1
→ -13	i	3	i	i	i	i	i	i	-1	i

Later entries:
Below each SMILES: hERG rescue	KCNQ1 act	HDAC3 inh	KCNQ1 block	ANO1 block	KCNK3 inh	TMEM16A act	TRPC4 act	TRPC4 potent	DYRK1A inh	KCNK9 inh
- CCOC(=O)c1cccc(NC(=O)c2ccc(NC(=O)c3ccco3)cc2)c1
→ -9	i	-5	i	i	i	i	i	i	-2	i
- Cc1ccc(-n2nc(C(=O)O)cc2-c2ccccc2)cc1
→ -6	i	-5	i	i	i	i	i	i	-8	i
- O=C(c1ccc(Cl)nc1)N1CCC(Cc2ccccc2)CC1
→ -10	i	1	i	i	i	i	i	i	4	i
- Cc1ccc2cc(CN(CCN3CCCC3)C(=O)Nc3ccccc3)c(=O)[nH]c2c1C
→ -6	i	-1	i	i	i	i	i	i	8	i
- Cc1cccc(N2CCN(C(=S)NC3CCCCC3)CC2)c1C
→ -13	i	3	i	i	i	i	i	i	3	i
- Cn1c(O)c(C=Nc2ccc(N3CCOCC3)cc2)c(=O)n(C)c1=S
→ -5	i	·	i	·	i	-4.8*	i	i	10	i
- COc1ccc(CCNC(=O)c2ccc3ccccc3n2)cc1OC
→ -2	i	3	i	i	i	i	i	i	5	i
- CCc1nnc(NC(=O)c2nc3nccc(C)n3n2)s1
→ -5	i	3	i	i	i	i	i	i	-8	i
- CC(CNS(=O)(=O)c1ccccc1)Sc1ncccn1 (stereo not drawn)
→ -5	i	·	i	i	i	i	i	i	0	i
- CCC(CC)c1nnc(NC(=O)/C=C/c2ccco2)s1
→ -6	i	8	i	i	i	i	i	i	5	i
- CCCCC(=O)NC(=S)Nc1cc(C(=O)O)ccc1OC
→ -8	i	3	i	i	i	i	i	i	0	i
- COC(=O)COc1ccc2c(c1C)O/C(=C\c1ccco1)C2=O
→ -10	i	4	i	i	i	i	i	i	-3	i
- CC1(C)CC(=O)C=C(NNC(=O)OC(C)(C)C)C1
→ -8	i	2	i	i	i	i	i	i	1	i
- c1cn(-c2ccc(-c3ccnc4ncnn34)cc2)cn1
→ -3	i	1	i	i	i	i	i	i	2	i
- O=C1CCCC2=C1Sc1ccccc1N2
→ -11	i	-2	i	i	i	i	i	i	57*	i
- CCOP(=O)(OCC)C(Nc1ccccc1)c1ccc2c(c1)OCO2 (stereo not drawn)
→ -6	i	-7	i	i	i	i	i	i	12	i
- CCOC(=O)c1ccc(CNC(=O)CCC(=O)O)cc1
→ -12	i	-3	i	i	i	i	i	i	-1	i
- COC(=O)C1CCN(C(=O)C2CCC(=O)N(CCCc3ccccc3)C2)CC1 (stereo not drawn)
→ -4	i	-15	i	i	i	i	i	i	0	i
- Cc1ccc(-n2ncc3c(SCc4ccccn4)ncnc32)c(C)c1
→ -13	i	-5	i	i	i	i	i	i	2	i
- O=C(CN(Cc1ccccc1Cl)S(=O)(=O)c1ccc(Cl)cc1)N/N=C/c1ccc(C(=O)O)cc1
→ -28	i	-4	i	i	i	i	i	i	3	i

(next part)
Below each SMILES: hERG rescue	KCNQ1 act	HDAC3 inh	KCNQ1 block	ANO1 block	KCNK3 inh	TMEM16A act	TRPC4 act	TRPC4 potent	DYRK1A inh	KCNK9 inh
- C=CCCC(=O)Nc1nc(C)c(-c2csc(Nc3cccc(OC)c3)n2)s1
→ -3	i	-3	i	i	i	i	i	i	7	i
- Cc1cc(Cl)c(S(=O)(=O)Nc2ccc3c(c2)OCO3)cc1OCC(=O)NC1CCCCC1
→ -10	i	-2	i	i	i	i	i	i	8	i
- COc1ccc(-c2nc3n(c2C)CCC3)cc1
→ 0	i	2	i	i	i	i	i	i	·	i
- N#CC(C(=O)NC1CCCCC1)c1nc2ccccc2nc1N1CCN(c2ccccc2F)CC1 (stereo not drawn)
→ ·	·	-6	·	i	i	i	·	·	1	·
- O=C(NNC(=O)C1CC1c1ccccc1)Nc1cccc(Cl)c1 (stereo not drawn)
→ -14	i	-4	i	i	i	i	i	i	8	i
- NC(=O)c1ccsc1NC(=O)c1cccs1
→ -13	i	1	i	i	i	i	i	i	37	i
- O=C1Nc2ccccc2C(O)(C(=O)NC2CC2)N1c1ccc(Cl)c(Cl)c1 (stereo not drawn)
→ -7	i	0	i	i	i	i	i	i	-5	i
- COc1ccc(CCN(C)C(=O)c2cc(-c3ccc(C)cc3)nc3ccccc23)cc1OC
→ -15	i	5	i	i	i	i	i	i	9	i
- COc1cccc(NC(=O)CSc2ccc3nnc(-c4cccnc4)n3n2)c1
→ -10	i	-8	i	i	i	i	i	i	2	i
- CCOC(=O)N1CCC(Nc2ncnc3c2cnn3-c2ccccc2)CC1
→ -13	i	1	i	i	i	i	i	i	-1	i
- COc1cc(OC)cc(C(=O)N[C@H](C(=O)OCC(=O)c2ccc3c(c2)NC(=O)CO3)C(C)C)c1
→ -9	i	4	i	i	i	i	i	i	3	i
- Cc1ccc(/C=C/c2onc(C)c2S(=O)(=O)N2CCC(C(=O)NC(C)(C)C)CC2)cc1
→ -5	i	-7	i	i	i	i	i	i	-2	i
- COc1ccc(N2CCN(C(=O)c3cc(-c4cc(OC)ccc4OC)nc4ccccc34)CC2)cc1
→ -21	i	-6	i	i	i	i	i	i	-5	i
- CC1=C(C(=O)c2ccccc2)C(c2cccc([N+](=O)[O-])c2)NC(=S)N1 (stereo not drawn)
→ -8	i	5	i	i	i	i	i	i	-2	i
- O=C(COC(=O)COc1ccccc1)NCc1ccco1
→ -7	i	7	i	i	i	i	i	i	·	i
- CC(C)(C)c1ccc(N2C(=O)CSC2c2cccnc2)cc1 (stereo not drawn)
→ -10	i	-2	i	i	i	i	i	i	3	i
- CCOC(=O)c1cnn(-c2sc(C(=O)OCC)c(C)c2C(=O)OCC)c1N
→ -13	i	10	i	100*	i	i	i	i	-2	i
- Cc1nc2cc(-c3sccc3-n3cccc3)nn2c(C)c1C
→ -3	i	2	i	i	i	i	i	i	5	i
- CC(NC(=O)C1(c2cccs2)CCOCC1)c1ccccc1 (stereo not drawn)
→ -5	i	-22	i	i	i	i	i	i	-4	i
- CC(C)C(C(=O)NCc1ccccc1)N(CC1CCCO1)C(=O)CNS(=O)(=O)c1ccccc1 (stereo not drawn)
→ -4	i	-3	i	i	i	i	i	i	-4	i

Remaining list, next part:
Below each SMILES: hERG rescue	KCNQ1 act	HDAC3 inh	KCNQ1 block	ANO1 block	KCNK3 inh	TMEM16A act	TRPC4 act	TRPC4 potent	DYRK1A inh	KCNK9 inh
- COC(=O)c1sc(N)c(C(=O)OC)c1COC(=O)CNS(=O)(=O)c1ccc(C)cc1
→ -2	i	-6	i	i	i	i	i	i	6	i
- O=C(COc1ccccc1)Nc1ccccc1NS(=O)(=O)c1cccs1
→ -10	i	5	i	i	i	i	i	i	6	i
- CC(C)Sc1nc(SCC(=O)O)c2c3c(sc2n1)COC(C)(C)C3
→ -3	i	1	i	i	i	i	i	i	2	i
- COc1cc(/C=C/C(=O)c2ccc3c(c2)OCO3)cc(Cl)c1O
→ -12	i	15	6*	i	i	i	100*	i	-10	-7*
- COc1ccc(CNC(=O)COC(=O)/C=C/c2cccc(Br)c2)cc1
→ -7	i	-1	i	i	i	i	i	i	·	i
- O=C(COc1ccc2ccccc2c1)NNC(=O)Nc1ccc(F)cc1F
→ 0	i	4	i	i	i	i	i	i	-1	i
- COc1ccc(-n2nc([N+](=O)[O-])c(=NCc3cccnc3)n2O)cc1
→ -2	i	4	i	i	i	i	i	i	-8	i

An excerpt; the hit share may differ from the screen's.
